HTR2A ag: mouse HTR2A agonism via beta-arrestin recruitment | CHO-K1 mHTR2A beta-arrestin complementation, luminescence; percent of 30 µM serotonin response | activation, % at 7.6 µM | 0.66% of 360,000 active | AID 624169;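 active means activation above a run cutoff, the mean activation of all tested compounds plus 3 SD, cut at about 14% in these data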;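 further: 0% = plate median of compound wells and 100% = 30 µM serotonin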
Target sequence (P35363 whole entry, looked up): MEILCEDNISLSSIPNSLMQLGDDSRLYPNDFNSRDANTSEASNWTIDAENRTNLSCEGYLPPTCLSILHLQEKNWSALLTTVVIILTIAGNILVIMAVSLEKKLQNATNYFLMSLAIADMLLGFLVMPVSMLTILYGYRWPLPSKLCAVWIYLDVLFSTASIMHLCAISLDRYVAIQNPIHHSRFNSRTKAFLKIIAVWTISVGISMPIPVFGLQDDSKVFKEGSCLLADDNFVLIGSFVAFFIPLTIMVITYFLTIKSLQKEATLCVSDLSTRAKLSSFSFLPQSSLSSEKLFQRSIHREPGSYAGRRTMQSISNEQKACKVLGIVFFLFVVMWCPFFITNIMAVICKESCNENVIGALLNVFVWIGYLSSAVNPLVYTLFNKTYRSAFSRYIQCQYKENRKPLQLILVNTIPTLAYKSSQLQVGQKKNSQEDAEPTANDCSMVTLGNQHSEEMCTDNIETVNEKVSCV
CaV13 ICDI inh: Primary screen for inhibitors of IQ motif and Ca2+-dependent inactivation inhibitor domain binding in CACNA1D, Förster resonance energy transfer in living cells, … | HEK cells, CFP/YFP FRET ICDI-IQ, plate reader, 10 min; percent FRET-ratio fall versus neutral wells | inhibition, % at 12.3 µM | 0.098% of 340,000 active | AID 743397;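 active means mean replicate inhibition of at least 30% and at least 1% of replicates passing that level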;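 further: 0% = median of the neutral control wells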
HIF-2a block: inhibitors of HIF-2a. 786-0 RCC cells HIF-2a reporter, luciferase luminescence, overnight. 0.72% of 360,000 active. inhibition, % at 18.8 µM. AID 624352;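 active means inhibition of the luminescence signal of 40% or more relative to plate controls, in a single-dose primary screen at 18.75 µM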
Peg3 prom inh: inhibitors of Peg3 promoter | HeLa PEG-Prom luciferase reporter, luminescence, overnight | inhibition, % at 20 µM | 1.7% of 360,000 active | AID 588405;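 active means inhibition of at least 50% at 20 µM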
NR2E3 ag-1: agonists of human NR2E3 nuclear receptor; CHO-S Gal4-NCOR/VP16-NR2E3 two-hybrid, luciferase; inhibition of corepressor binding, % at 3.98 µM; AID 602229; 0.35% of 360,000 active; Q9Y5X4;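 active means inhibition above the mean of all tested compounds plus 3 SD, cut at about 70% in these data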;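 further: 0% = DMSO with NR2E3 transfected cells and 100% = cells lacking NR2E3 construct; higher means lower luciferase signal from less NR2E3 corepressor binding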
Cardio protect: myocardial damage modulation in H9c2 cells. H9c2 cardiomyocytes, H2O2 injury protection, ATPLite, 2 h. protection from H2O2 cell death, % at 20 µM. 0.63% of 360,000 active;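 active means compounds giving at least 50% protection of heart cells from peroxide-induced death in the single-dose screen, raw or plate-pattern-corrected value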;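 further: 0% = DMSO wells with peroxide and 100% = DMSO wells without peroxide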
NR2E3 ag-2: activates human photoreceptor nuclear receptor NR2E3; AID 2300; inhibition of corepressor binding, % at 4.78 µM; GST-NR2E3/biotin-RetCOR TR-FRET, 1536-well; 0.12% of 320,000 active; Q9Y5X4;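 active means percent inhibition above the cutoff of mean plus 3 SD of all tested compounds, set per screening campaign, cut at about 20% in these data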;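 further: 0% = DMSO wells and 100% = biotin wells as full block of FRET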
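System: GST-NR2E3 and biotin-RetCOR proteins; probe or stimulus: 7 nM biotin-RetCOR; doses: compound at 4.8 µM, single dose; schedule: Compound–protein incubation for 5 h at 4 °C; detection: time-resolved FRET; read-out: percent inhibition; controls: biotin wells as high control, 0.6% DMSO wells as low control; format: 1536-well plates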
Shn3 inh set2: reduces Shn3 3'UTR luciferase signal in osteoblasts | inhibition, % at 12.5 µM | AID 588674 | Clone20 osteoblast Shn3 3'UTR firefly luciferase, 24 h | 0.52% of 360,000 active;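 active means mean inhibition of at least 75% with every replicate also reaching 75%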;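 further: 0% = median of neutral control wells and 100% = pilot-screen positive control compound; some compounds past the cut are filed as inactive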
hiPSC survival: hiPSC single-cell survival enhancement | ATPlite luminescence; 100% = ROCK inhibitor wells, 0% = DMSO | survival enhancement, % at 20 µM | 0.044% of 360,000 active | AID 602274; in the data active means survival enhancement above about 18%;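 further: cells exposed to compounds for 16 hours before the ATP read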
PDI turbidity: PDI (human) enzyme inhibition; P07237; PDI insulin aggregation turbidity, A650, 90 min; inhibition, % at 10 µM; 0.052% of 350,000 active; AID 588391;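 active means mean inhibition across replicates of 30% or more, whatever share of single replicates reach that level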;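 further: absorbance from insulin aggregation driven by PDI reduction with DTT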
Target sequence (P07237 whole entry, looked up): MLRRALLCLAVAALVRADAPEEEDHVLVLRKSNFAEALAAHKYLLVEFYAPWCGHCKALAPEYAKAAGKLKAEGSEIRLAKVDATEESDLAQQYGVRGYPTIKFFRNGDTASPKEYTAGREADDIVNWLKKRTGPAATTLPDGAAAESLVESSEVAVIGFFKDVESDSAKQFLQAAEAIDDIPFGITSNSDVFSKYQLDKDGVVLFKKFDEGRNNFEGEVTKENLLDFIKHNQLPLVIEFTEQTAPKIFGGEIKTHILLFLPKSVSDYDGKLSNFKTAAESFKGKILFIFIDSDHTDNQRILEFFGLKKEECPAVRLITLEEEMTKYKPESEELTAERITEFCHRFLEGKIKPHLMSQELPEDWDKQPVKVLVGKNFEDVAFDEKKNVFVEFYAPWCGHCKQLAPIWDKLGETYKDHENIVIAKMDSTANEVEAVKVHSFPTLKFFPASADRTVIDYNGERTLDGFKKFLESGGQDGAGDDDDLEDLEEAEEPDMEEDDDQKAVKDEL
MITF TRPM1 inh: reduces MITF-dependent TRPM1 promoter luciferase signal; AID 488899; inhibition, % at 12.5 µM; 0.83% of 330,000 active; SK-MEL-5 TRPM1 promoter luciferase, 24 h;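 active means mean inhibition across replicates of 60% or more, whatever share of single replicates reaches that level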; further: values of inactives mirror those of a sister screen read the other way
Numbers without * were called inactive; · = not tested or not shown. Rows are unselected (roughly 3.9% active in at least one column).

no.	SMILES	HTR2A ag	CaV13 ICDI inh	HIF-2a block	Peg3 prom inh	NR2E3 ag-1	Cardio protect
1	Cc1cccc(N=Nc2c(C)nn(-c3ccccc3)c2N)c1C	-3	-14	-297	-182	-73	-10
2	Cc1nc2c(=O)n(-c3ccc(F)c(Cl)c3)nc(C)c2s1	-1	-5	4	-8	-3	3
3	CCC[C@@H](CN1CCC[C@H]1CN1C(N)=NC[C@@H]1Cc1ccccc1)N1C[C@@H](Cc2ccccc2)N(CCCC2CCCC2)C1=N	-13	·	14	-7	-7	-4
4	COc1cc(NC(=O)C2CSC3(C)CCC(=O)N23)c(OC)cc1Cl (stereo not given)	4	-11	9	6	3	3
5	C[C@H](CO)N1C[C@H](C)[C@@H](CN(C)S(=O)(=O)c2cccs2)Oc2c(NC(=O)CCC(F)(F)F)cccc2C1=O	2	-6	12	5	-21	6
6	COc1ccc(CCC(=O)NCc2cnn(C)c2)cc1	0	-5	1	-2	-20	0
7	O=C(N/N=C1\CC2CC=CC12)c1ccccc1Cl (stereo not given)	-4	-2	14	-17	-18	-1
8	Cc1ccc(OCC(=O)N2CCc3ccccc3C2)c([N+](=O)[O-])n1	3	1	-8	-9	12	8
9	CCCCn1c(N)c(N(CCC(C)C)C(=O)CCCc2nc3ccccc3s2)c(=O)[nH]c1=O	0	-3	15	21	-6	5
10	Cc1ccc(-c2cc(C(=O)N/N=C/c3c(C)nn(C)c3C)c3ccccc3n2)cc1C	-4	0	-223	-88	-68	-1
11	Cc1noc(NS(=O)(=O)c2ccc(NC(=O)c3cccc(S(=O)(=O)Nc4ccccc4F)c3)cc2)c1C	-6	-2	7	1	-9	0
12	CNC(=S)N1CCC(n2cnc3ccccc32)CC1	-1	-4	16	5	-47	5
13	O=c1cc(-c2ccccc2Cl)oc2c([N+](=O)[O-])c(O)cc(O)c12	2	-10	-11	98*	98*	-15
14	Cc1nc(NC(=O)CN2CCC(O)(c3ccc(F)cc3)CC2)sc1C	-4	-2	-13	-45	-25	10
15	O=C(Cc1nnc(NC(=O)c2cccc([N+](=O)[O-])c2)s1)NCc1ccccc1	5	-6	-9	-18	4	-3

no.	NR2E3 ag-2	Shn3 inh set2	hiPSC survival	PDI turbidity	MITF TRPM1 inh
1	-1	-29	2.5	-2	-43
2	-3	6	-0.3	2	·
3	·	5	-2.1	3	8
4	1	12	-0.4	-2	13
5	·	7	-2.4	-4	10
6	4	-21	2.1	0	-1
7	-2	-27	-0.1	0	-2
8	2	0	-0.1	7	-3
9	2	-21	0.3	-7	4
10	1	-49	-4.6	-2	-39
11	·	-12	1.8	-6	-4
12	2	-21	-0.2	-8	-2
13	6	-3	-1.3	-5	10
14	-3	7	-0.7	0	-13
15	3	0	0.2	-9	10

(list continues)
no.	SMILES	HTR2A ag	CaV13 ICDI inh	HIF-2a block	Peg3 prom inh	NR2E3 ag-1	Cardio protect
16	CC1(Cc2cc(Cl)ccc2C(F)(F)F)C(=O)Nc2c(Cl)cccc21 (stereo not given)	1	-3	13	23	6	-15
17	Cc1nc2c(O)cccc2cc1CO	4	-18	-1	7	-18	-5
18	Cc1cc(=O)c(C(=O)Nc2ccc(N3CCOCC3)cc2N2CCOCC2)nn1-c1ccccc1Cl	1	-5	14	28	-21	-1
19	Cc1ccc(CN2CCN(CC(=O)N/N=C/c3ccccc3F)CC2)cc1	-5	-4	-123	-151	3	-9
20	CC(=O)c1ccc(N2CCN(CN3C(=O)CC4(CCCC4)C3=O)CC2)c(F)c1	-3	-19	13	13	-5	2
21	O=C(c1cc2ccccc2o1)N1CCN(S(=O)(=O)c2ccc(Cl)s2)CC1	-5	-6	-4	3	14	0
22	CC(C)(C)NC(=O)C(=O)NNC(=O)c1ccccc1	-2	·	-41	-23	-15	4
23	CCN(CC)C(=O)c1ncn(Cc2ccccc2)c1C(=O)N(CC)CC	-2	-10	6	5	-20	7
24	O=C(NCC(c1ccco1)N1CCCCC1)c1cccnc1 (stereo not given)	-4	-1	-5	-10	-4	0
25	CCN(N)C(=S)Nc1ccc(F)cc1	-2	-20	9	-5	-39	-2
26	CCOCC(=O)Nc1c(C(=O)Nc2ccc3c(c2)OCCO3)oc2ccccc12	-6	5	-289	-252	-3	23
27	CN(C)CCCN(C(=O)COc1ccccc1)c1nc2cc3c(cc2s1)OCCO3	-2	-2	-92	-116	0	7
28	CC1CC1C(=O)Nc1nc(-c2ccccc2)cs1 (stereo not given)	-4	-6	-213	-208	-51	-19
29	Cc1ccc(-c2nnn3c2nc(NC(C)C)c2ccccc23)cc1	11	-4	-44	-5	-38	-4
30	COc1ccc(S(=O)(=O)N2CCCC2C(=O)Nc2nc3c(s2)CCCC3)cc1 (stereo not given)	3	0	14	-8	-9	-16

no.	NR2E3 ag-2	Shn3 inh set2	hiPSC survival	PDI turbidity	MITF TRPM1 inh
16	·	2	4.7	-2	·
17	1	5	-0.6	-1	-6
18	·	-3	-1.5	-4	14
19	-2	-38	-0.6	-2	-47
20	0	0	-0.8	-4	-4
21	1	2	-0.6	-3	-4
22	2	-18	0.3	-2	1
23	0	-3	-1.4	-4	-1
24	1	-4	-0.1	0	0
25	-1	2	-0.9	5	6
26	3	-73	-0.7	-2	-89
27	2	-3	-0.4	-8	1
28	1	15	2.2	8	-42
29	2	-6	0.3	-3	8
30	-1	0	-1.7	-3	7

13 entries from above, in markdown:
| entry | Structure | HTR2A ag | CaV13 ICDI inh | HIF-2a block | Peg3 prom inh | NR2E3 ag-1 | Cardio protect | NR2E3 ag-2 | Shn3 inh set2 | hiPSC survival | PDI turbidity | MITF TRPM1 inh |
| --- | --- | --- | --- | --- | --- | --- | --- | --- | --- | --- | --- | --- |
| 18 | Cc1cc(=O)c(C(=O)Nc2ccc(N3CCOCC3)cc2N2CCOCC2)nn1-c1ccccc1Cl | 1 | -5 | 14 | 28 | -21 | -1 | · | -3 | -1.5 | -4 | 14 |
| 19 | Cc1ccc(CN2CCN(CC(=O)N/N=C/c3ccccc3F)CC2)cc1 | -5 | -4 | -123 | -151 | 3 | -9 | -2 | -38 | -0.6 | -2 | -47 |
| 20 | CC(=O)c1ccc(N2CCN(CN3C(=O)CC4(CCCC4)C3=O)CC2)c(F)c1 | -3 | -19 | 13 | 13 | -5 | 2 | 0 | 0 | -0.8 | -4 | -4 |
| 21 | O=C(c1cc2ccccc2o1)N1CCN(S(=O)(=O)c2ccc(Cl)s2)CC1 | -5 | -6 | -4 | 3 | 14 | 0 | 1 | 2 | -0.6 | -3 | -4 |
| 22 | CC(C)(C)NC(=O)C(=O)NNC(=O)c1ccccc1 | -2 | · | -41 | -23 | -15 | 4 | 2 | -18 | 0.3 | -2 | 1 |
| 23 | CCN(CC)C(=O)c1ncn(Cc2ccccc2)c1C(=O)N(CC)CC | -2 | -10 | 6 | 5 | -20 | 7 | 0 | -3 | -1.4 | -4 | -1 |
| 24 | O=C(NCC(c1ccco1)N1CCCCC1)c1cccnc1 (stereo not given) | -4 | -1 | -5 | -10 | -4 | 0 | 1 | -4 | -0.1 | 0 | 0 |
| 25 | CCN(N)C(=S)Nc1ccc(F)cc1 | -2 | -20 | 9 | -5 | -39 | -2 | -1 | 2 | -0.9 | 5 | 6 |
| 26 | CCOCC(=O)Nc1c(C(=O)Nc2ccc3c(c2)OCCO3)oc2ccccc12 | -6 | 5 | -289 | -252 | -3 | 23 | 3 | -73 | -0.7 | -2 | -89 |
| 27 | CN(C)CCCN(C(=O)COc1ccccc1)c1nc2cc3c(cc2s1)OCCO3 | -2 | -2 | -92 | -116 | 0 | 7 | 2 | -3 | -0.4 | -8 | 1 |
| 28 | CC1CC1C(=O)Nc1nc(-c2ccccc2)cs1 (stereo not given) | -4 | -6 | -213 | -208 | -51 | -19 | 1 | 15 | 2.2 | 8 | -42 |
| 29 | Cc1ccc(-c2nnn3c2nc(NC(C)C)c2ccccc23)cc1 | 11 | -4 | -44 | -5 | -38 | -4 | 2 | -6 | 0.3 | -3 | 8 |
| 30 | COc1ccc(S(=O)(=O)N2CCCC2C(=O)Nc2nc3c(s2)CCCC3)cc1 (stereo not given) | 3 | 0 | 14 | -8 | -9 | -16 | -1 | 0 | -1.7 | -3 | 7 |

More structures.
no.	SMILES	HTR2A ag	CaV13 ICDI inh	HIF-2a block	Peg3 prom inh	NR2E3 ag-1	Cardio protect
31	CCN(CC(=O)NCc1ccc(Cl)cc1)C(=O)CSCC(=O)Nc1ccc(C)cc1	-4	-6	13	3	4	-2
32	CC(=O)Nc1ccc(C(=O)COC(=O)c2cccs2)c(F)c1	3	-3	-117	-283	-34	-2
33	COC(=O)c1ccc(/C=C/C(=O)OCC(=O)NCc2cccs2)cc1	-3	-7	-20	-14	-18	0
34	COCCn1c(-c2ccc(SC)cc2)nc2c1c(=O)[nH]c(=O)n2CC(C)C	2	-3	-17	-60	4	1
35	Cc1cccc(Oc2ncnc3onc(C)c23)c1C	1	-5	19	4	-1	1
36	CNc1nc(SCc2ccccc2Cl)nc2c1CCCC2	-3	-5	1	6	13	-22
37	CCCNC(=O)CCc1c(C)nc2nc(-c3cc(OC)cc(OC)c3)nn2c1C	0	·	16	4	-18	4
38	CCN(CC)S(=O)(=O)c1ccc(OC)c(NC(=O)c2ccc(=O)[nH]c2)c1	-5	-16	12	10	-9	-3
39	Cc1ccc(C23CC4CC(CC(C(=O)N5CCN(C)CC5)(C4)C2)C3)cc1	-11	0	4	20	-6	1
40	CC(=O)C1C(c2cccc(F)c2)NC(=O)NC1(O)C(F)(F)F (stereo not given)	1	-3	20	-1	5	10
41	CC(=O)Nc1ccc(S(=O)(=O)N2CCN(C(=O)c3ccccc3F)CC2)cc1	7	-5	19	8	1	-4
42	CC1CCCC(NC(=O)CCCn2ncn3c(cc4occc43)c2=O)C1C (stereo not given)	11	-5	8	3	6	2

no.	NR2E3 ag-2	Shn3 inh set2	hiPSC survival	PDI turbidity	MITF TRPM1 inh
31	3	15	0.0	-1	9
32	1	-106	-0.3	5	-127
33	·	-31	-2.4	1	-12
34	0	7	0.3	0	-38
35	0	7	10	3	-8
36	0	3	0.1	-4	-9
37	1	21	-2.0	4	-8
38	2	11	-0.4	-7	-3
39	2	-3	-0.6	-1	-2
40	-2	2	2.3	-1	0
41	0	12	0.5	-2	11
42	0	-1	0.4	6	5

High-throughput results deposited in PubChem BioAssay by several laboratories.
